# KB-3-1 cytotox = KB-3-1 parental cell cytotoxicity; KB-3-1 viability, CellTiter-Glo ATP luminescence, 72 h; Potency, µM (doses to about 46.1 µM), for the others: at the top dose activity change, negative = cytotoxic, actives largely listed as cytotoxic; 400,000 compounds, 1.4% hits; also: potency is read from the fitted curve at half-maximal effect; % is scaled to controls: 0 for no effect and ±100 for the full control effect; nearly all actives have a fitted effect of over 60% in size
#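 Here the drug-naive KB-3-1 line serves as comparator for MDR sub-line selectivity; cells received compound titrations, 72 h at 37 °C, then CellTiter-Glo readout.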
# MCF10A rereplic = inducers of DNA re-replication in MCF 10A breast cells | MCF 10A DNA re-replication, Hoechst nuclear intensity, 48 h | Potency, µM (top dose mostly 46.1 µM), for inactives: at the top dose activity, positive = re-replication, most hits filed as activators | 350,000 compounds, 2.9% hits | AID 624296; also: potency is read from the fitted curve at half-maximal effect; % of control where 0% means no effect; nearly all actives have a fitted effect of over 50% in size
# GLP1R cytotox = cytotoxic in the GLP-1 receptor inverse agonist counter-screen. HEK293 cAMP-luciferase reporter cells, luminescence, 24 h. Potency, µM (top dose mostly 38.3 µM), without a hit: top-dose activity change, negative = inhibition, hits mostly inhibitors. 410,000 compounds, 0.13% hits. AID 624418;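 also: loss of luciferase light is scored as toxicity; potency is read from the fitted curve at half-maximal effect; % is scaled to controls: 0 for no effect and ±100 for the full control effect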
#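 Here, cytotoxicity is scored as loss of luminescence. The MLSMR collection was tested on cells seeded in medium containing 10% Nu serum, with a 24 hr compound exposure preceded by 12 hours of culture.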
# SW480 rereplic = inducers of DNA re-replication in SW480 colon cancer cells | Potency, µM (top dose mostly 46.1 µM), for the others: top-dose re-replication activation, most hits filed as activators | AID 624297 | 340,000 compounds, 1.8% hits | SW480 DNA re-replication, Hoechst DNA content imaging, 48 h; also: potency is read from the fitted curve at half-maximal effect; % of control where 0% means no effect; nearly all actives have a fitted effect of over 55% in size
#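 Per well, 250 cells were exposed to pinned compound for 48 hr. Nuclear DNA was visualised with Hoechst (40 min, 37 C) and total object intensity recorded by fluorescence scanning.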
# HT1080 IDH1KD tx = kills HT-1080 cells with IDH1 knockdown; HT-1080 IDH1 knockdown viability, ATP luminescence, 48 h; Potency, µM (titrated, usually from 46.1 µM), for inactives: at the highest dose activity, negative = toxicity, usual class: cytotoxic; 360,000 compounds, 2% hits;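 also: potency is read from the fitted curve at half-maximal effect; 0% = DMSO wells and -100% = cell-free medium wells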
#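 Assay cells: HT-1080 with IDH1 knockdown, 750 per well, RPMI/5% FBS. Exposure: 48 h at 37 °C following 2 h pre-incubation. Read: CellTiter-Glo luminescence; fitted concentration-response, curve class assigned.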
# KB-V1 MDR tox = KB-V1 MDR subline cytotoxicity | KB-V1 MDR cells viability, CellTiter-Glo, 72 h | 400,000 compounds, 3.4% hits | Potency, µM (series often up to 46.1 µM), for the others: at the top dose activity change, negative = cytotoxicity, most hits filed as cytotoxic; also: potency is read from the fitted curve at half-maximal effect; % is scaled to controls: 0 for no effect and ±100 for the full control effect; nearly all actives have a fitted effect of over 60% in size
#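 Luminescent ATP read-out (CellTiter-Glo, 10 min) measures survival of drug-selected KB-V1 MDR cells after 72 h, 37 degrees C compound exposure. Medium: phenol-red-free DMEM, 10% FBS. Values from fitted concentration-response curves.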
# HT1080NT lethal = kills 2HG-producing HT-1080-NT fibrosarcoma cells. Potency, µM (series often up to 46.1 µM), without a hit: top-dose activity, negative = less viability, most hits filed as cytotoxic. 360,000 compounds, 1.6% hits. HT-1080-NT fibrosarcoma viability, CellTiter-Glo ATP luminescence, 48 h. AID 686970;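 also: NT is the 2HG producing partner of a matched IDH1 knockdown line; potency is read from the fitted curve at half-maximal effect; 0% = DMSO-treated cells and -100% = media-only wells without cells; nearly all actives have a fitted effect of over 55% in size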
#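 Viability by CellTiter-Glo luminescence after 48 h compound exposure at 37C of HT-1080-NT cells (750/well, RPMI, 5% FBS). % activity scaled between DMSO wells and medium-only wells, then curve-fitted and categorized by curve class.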
# D3 ag = D3 dopamine receptor (human) agonism; 410,000 compounds, 0.58% hits; max activation, %; P35462; D3R DiscoveRx beta-arrestin cells, luminescence, 90 min; in the data active = max activation above about 30%; also: 0% is about no effect; mostly tested at two doses, the higher about 12 µM
# Target sequence (P35462 whole entry, looked up): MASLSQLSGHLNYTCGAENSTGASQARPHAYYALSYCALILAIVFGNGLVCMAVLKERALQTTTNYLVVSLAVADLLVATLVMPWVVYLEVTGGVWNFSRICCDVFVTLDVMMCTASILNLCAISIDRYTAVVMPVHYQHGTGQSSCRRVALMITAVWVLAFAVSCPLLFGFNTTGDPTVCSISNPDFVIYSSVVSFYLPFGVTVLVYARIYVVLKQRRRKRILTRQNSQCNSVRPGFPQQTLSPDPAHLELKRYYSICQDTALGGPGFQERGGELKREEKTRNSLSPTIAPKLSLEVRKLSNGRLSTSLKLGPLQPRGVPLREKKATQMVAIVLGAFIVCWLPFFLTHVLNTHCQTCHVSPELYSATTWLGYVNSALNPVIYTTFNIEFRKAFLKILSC
#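 Cells at 1500/well, incubated overnight, then treated with pinned compounds (dopamine as control) for 90 min at 37 degrees C. DiscoveRx reagent added for 30 - 60 minutes at room temperature; luminescence read.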
# IL1B secr inh = blocks inflammasome-driven IL-1 beta release; 360,000 compounds, 4.7% hits; activity change, % at 57.5 µM; AID 743279; THP-1 LPS/ATP IL-1B secretion, AlphaLISA, 16 h; active compounds read low; in the data active = activity change below about -50%; inconclusive = mostly about -30% to -49%; also: % is scaled to controls: 0 for no effect and ±100 for the full control effect
#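 Secreted IL-1B measured by AlphaLISA bead assay after 16 h compound exposure of THP-1 cells; compounds (final up to 57.5 uM) added 1 h before LPS (250 ng/mL) and ATP (1.25 mM) stimulation; lower signal means less secretion.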
# The depositor's hits bear a star; i = inactive; ? = inconclusive; / = no result given; [ ] = dose if it differs, or a comment. Unless noted, calls follow the shape of the dose curve; as a rule, active = well fitted curve in the direction sought with a large enough effect; inconclusive = small, poorly fitted or top-dose-only effect, or another doubt; inactive = no such curve, though single readings can be large; an effect the other way counts as inactive or inconclusive. An unsorted share of the library; 11% or so of the library scored in one or more.
SMILES,KB-3-1 cytotox,MCF10A rereplic,GLP1R cytotox,SW480 rereplic,HT1080 IDH1KD tx,KB-V1 MDR tox,HT1080NT lethal,D3 ag,IL1B secr inh
Cc1ccc(Cl)cc1NCc1nnc2n1CCCCC2,10%,/,-2%,/,/,0%,/,-3,/
Cc1cccc(CNC(=O)C2CCC(=O)N(C3CCCC3)C2)c1 (configuration not stated),1%,-1%,-11%,0%,19%,-19%,5%,0,0
CCN(CC)C(=O)[C@H]1C[C@H](CC(=O)NCCN2CCOCC2)C(=O)N2CCc3c([nH]c4ccc(Cl)cc34)[C@]12C,0%,1%,3%,-2%,-2%,-1%,-6%,-19,-14
COc1cccc(-c2cc(C(=O)NC3CCCC3)c3ccccc3n2)c1,0%,-1%,-2%,-17%,-3%,-11%,-11%,-3,3
Cc1cc(Br)ccc1SCC(=O)OC/C(O)=C(\C#N)c1nc2ccccc2[nH]1,?,6%,-4%,-20%,0%,?,0%,-1,0
O=C(NC1CC1(c1ccccc1)c1ccccc1)c1ccccc1 (configuration not stated),?,16%,3%,13%,13%,16µM*,8%,3,-17
CCOC(=O)c1cccc(NC(=O)CSc2nnc(COc3ccccc3C)o2)c1,-13%,-5%,5%,26%,2%,-11%,2%,-3,2
CCCC1=[N+](CC(=O)c2ccccc2)CCn2cccc21,-9%,20%,-1%,23%,-6%,?,5%,-3,i
Cc1cccc(NC(=S)NNC(=O)c2ccc(O)cc2O)c1C,0%,12%,-1%,0%,-18%,6%,0%,30,9
COc1cccc(CN2CCNC(=O)C2CC(=O)NCCOc2cccnc2)c1 (configuration not stated),-6%,3%,19%,-12%,15%,0%,21%,-2,-4
Cn1cc(C2OC(=O)c3ccccc32)c2ccccc21 (configuration not stated),0%,75%,-21%,?,?,-16%,?,-3,-66*
O=C(O)Cn1nnnc1SCC(=O)Nc1ccccc1F,-2%,0%,9%,4%,10%,?,13%,-3,7
COc1ccc(C2CC(=O)C(CS(=O)(=O)c3ccccc3)C(=O)C2)cc1 (configuration not stated),9%,?,0%,0%,0%,10%,1%,-2,-17
CCC(c1nnnn1Cc1ccc(F)cc1)N(CCCO)Cc1cc2cc3c(cc2[nH]c1=O)OCO3 (configuration not stated),6%,-2%,6%,-4%,-1%,?,2%,-3,-24
O=C1C2C3C=CC(C3)C2C(=O)N1c1ccc2ccccc2n1 (configuration not stated),-1%,?,-8%,2%,11%,13%,4%,5,0

# Some of these compounds in order of length of the SMILES, low to high.
SMILES,KB-3-1 cytotox,MCF10A rereplic,GLP1R cytotox,SW480 rereplic,HT1080 IDH1KD tx,KB-V1 MDR tox,HT1080NT lethal,D3 ag,IL1B secr inh
Cn1cc(C2OC(=O)c3ccccc32)c2ccccc21 (configuration not stated),0%,75%,-21%,?,?,-16%,?,-3,-66*
Cc1cccc(NC(=S)NNC(=O)c2ccc(O)cc2O)c1C,0%,12%,-1%,0%,-18%,6%,0%,30,9
COc1cccc(-c2cc(C(=O)NC3CCCC3)c3ccccc3n2)c1,0%,-1%,-2%,-17%,-3%,-11%,-11%,-3,3
CCN(CC)C(=O)[C@H]1C[C@H](CC(=O)NCCN2CCOCC2)C(=O)N2CCc3c([nH]c4ccc(Cl)cc34)[C@]12C,0%,1%,3%,-2%,-2%,-1%,-6%,-19,-14

# (continued)
SMILES,KB-3-1 cytotox,MCF10A rereplic,GLP1R cytotox,SW480 rereplic,HT1080 IDH1KD tx,KB-V1 MDR tox,HT1080NT lethal,D3 ag,IL1B secr inh
COC(=O)c1cccc(S(=O)(=O)N2CCCC2)c1,3%,-4%,3%,-5%,15%,7%,21%,1,22
Cn1c(=O)c2c(-c3ccccc3)n(Cc3cccnc3)cc2n(C)c1=O,18%,-7%,-3%,1%,12%,11%,16%,7,30
O=C(NNc1ccccc1)c1ccccc1,3%,?,?,-3%,-18%,?,?,1,18
O=C(CCN1C(=O)c2ccccc2C1=O)Oc1ccc2ccccc2c1,0%,-1%,-1%,-2%,-2%,3%,-2%,-4,31
COc1cccc(/C=C(\C#N)c2nc3ccc(C)cc3[nH]2)c1,?,/,57%[activator],/,/,?,/,7,/
Cc1cc(SCC(=O)Nc2cccc(S(=O)(=O)NC3=NCCCCC3)c2)c(C)cc1Br,-4%,?,-10%,6%,13µM*,-8%,?,-13,-64*
N#Cc1ccc(-n2nnc3ccccc3c2=O)c([N+](=O)[O-])c1,-2%,-3%,-12%,-2%,-4%,4%,9%,7,16
COCCn1c(SCC(=O)c2ccccc2)nc2ccccc2c1=O,-2%,9%,8%,5%,1%,-22%,-2%,1,-15
CCC(=O)N1CCc2cc(S(=O)(=O)CCC(=O)N3CCN(c4cccc(Cl)c4)CC3)ccc21,-13%,/,-5%,/,/,?,/,4,/
COc1ccc(NC(=O)CCc2nnc3ccc(N4CCC5(CC4)OCCO5)nn23)cc1,-6%,4%,-1%,-18%,-7%,?,0%,0,0
Cc1ccc(S(=O)(=O)N2CCC(C(=O)N[C@H](C(=O)NCC3CCCO3)C(C)C)CC2)cc1 (some centres not stated),19%,-3%,5%,?,-4%,1%,-2%,3,17
O=C(CC1Sc2ccccc2NC1=O)NNc1cccc(Cl)c1Cl (configuration not stated),-5%,20%,-9%,?,?,21µM*,?,-4,-2
Cc1ccc(Sc2ccc(S(=O)(=O)Nc3ccc(CC(=O)O)cc3)cc2)cc1C,-7%,?,3%,-2%,-1%,-9%,-11%,2,24
Fc1ccc(-c2noc3ncnc(NCCCN4CCN(c5ccccc5)CC4)c23)cc1,0%,/,-4%,/,/,-4%,/,-21,/
COc1ccc(C(c2nnnn2CC2CCCO2)N2CCN(c3ccccc3)CC2)cc1 (configuration not stated),-4%,1%,-1%,-2%,9%,3%,7%,-5,-22
Cc1ccc(COC(=O)c2[nH]c3c(c2C)C(=O)CC(c2ccc(N(C)C)cc2)C3)cc1 (configuration not stated),3%,/,1%,/,/,3%,/,-2,/
COc1ccc(CN2CCNC(=O)C2CC(=O)NC2CCCC2)c(OC)c1 (configuration not stated),1%,-1%,3%,-36%[inhibitor],-3%,-3%,5%,-10,-8
COc1ccc(OCc2cc(C(=O)NCCN3CCCc4ccccc43)no2)c(Cl)c1,-28%,?,?,9%,-11%,?,-13%,5,-3
C=CCn1c(=S)[nH]c2cc(C(=O)N3CCN(c4ccccc4OC)CC3)ccc2c1=O,-20%,12%,-2%,4%,-4%,-5%,-13%,3,3
CC(C)(C)NS(=O)(=O)c1ccc(Oc2ncc(C(F)(F)F)cc2Cl)cc1,?,?,5%,9%,-26%,-11%,-12%,0,31
COCCNS(=O)(=O)c1ccc(-c2ccc(S(=O)(=O)NCCOC)cc2)cc1,2%,-8%,3%,6%,-6%,?,-4%,1,-3
O=C(/C=C/c1ccc([N+](=O)[O-])cc1)N1CCN(Cc2ccccc2)CC1,7%,-14%,-17%,-3%,-6%,1%,3%,-13,-10
CSc1ccc(C(=O)C2CCCN(C(=O)CCCn3cncn3)C2)cc1 (configuration not stated),-1%,1%,3%,5%,9%,-16%,5%,3,-2
CC(C)NC(=O)C(Cc1ccccc1)N1C(=O)c2ccccc2C1=O (configuration not stated),3%,16%,3%,-1%,-3%,-1%,3%,10,13
Cc1ccc2onc(CNC(=O)NCc3ccccc3)c2c1,-5%,/,2%,/,/,-4%,/,7,/
CCOC(=O)N1CCN(S(=O)(=O)c2ccc3c(c2)SC(C)C(=O)N3)CC1 (configuration not stated),?,-5%,-5%,-4%,-11%,4.6µM*,-1%,6,19
O=C(O)c1ccccc1C(=O)N1CCN(c2ncccn2)CC1,9%,-1%,-10%,-5%,12%,?,12%,-6,32
COc1ccc(/C=N/NC(=S)Nc2cccc(C(=O)O)c2)cc1,23%,-4%,11%,-9%,12%,-4%,0%,-7,3
O=C(OCc1c(F)cccc1Cl)c1cnc2ccccc2n1,-1%,-5%,-2%,1%,10%,15%,2%,-22,26
COc1ccc(N2C(=O)CC(NNc3nc4ccccc4s3)C2=O)cc1 (configuration not stated),-4%,-2%,-13%,-12%,11%,?,13%,6,16
O=C(Nc1ccc(F)cc1)Nc1nnc(Cc2ccccc2)s1,-22%,-1%,9%,0%[9.22 µM],-13%,8%,-5%,19,28
CCOC(=O)C1(Cc2ccccc2C)CCCN(C(=O)c2cc(CC)nn2C)C1 (configuration not stated),-11%,6%,0%,-14%,-4%,8%,-1%,-7,49
OCC1(CCOc2ccccc2)CCN(Cc2ccc(OC(F)F)cc2)CC1,-17%,?,-14%,12%,?,-7%,?,-20,-91*
O=C(COC(=O)Cc1ccc(F)cc1)Nc1ccc2[nH]c(=O)[nH]c2c1,-2%,2%,12%,-3%,3%,-6%,0%,1,8
COc1ccc(C(=O)N2CCc3ccc(NC(=O)c4ccccn4)cc3C2)cc1F,-7%,11%,-16%,-13%,?,?,-21%,14,-1
CCN1/C(=C2\OC(=S)N(C)C2=O)C=Cc2ccccc21,2%,1%,-8%,-5%,7%,11%,?,5,20
COc1ccc(C(C(=O)NCc2ccccc2)n2c(=O)c(-c3cc4ccccc4[nH]3)nc3ccccc32)cc1 (configuration not stated),-12%,/,/,/,?,-10%,?,3,7
COc1ccc(C(=O)N/N=C2/SCC(=O)N2Cc2ccc3c(c2)OCO3)cc1OC,7%,?,1%,?,8%,?,5%,1,-7
CCOc1ncccc1C(=O)NCC(c1ccco1)N1CCCCC1 (configuration not stated),-19%,17%,-14%,2%,7%,?,9%,2,-7
Nc1ccc2ccccc2c1N=Nc1ccccc1,-4%,?,-26%,3%,?,1%,-1%,-6,?
